# Screens (PubChem BioAssay)
# Wnt bcat act – Wnt/beta-catenin pathway activators, primary screen, cell-based, plate reader, single point; hit rate 1.2% among 300,000; Wnt/beta-catenin reporter cell assay, activator; activation, % at 9.35 µM; in the data active = activation above about 30%, passing the limit was not always enough;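 also: 0% = neutral control wells and 100% = positive control wells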
# An asterisk follows results filed as active.
SMILES	Wnt bcat act
C[C@H](NC(=O)[C@@H]1CCCN1C(=O)OC(C)(C)C)c1ccccc1	-2
CN(C)CCNc1nc(-c2ccccc2CO)c2sccc2n1	0
O=c1[nH]c(SCc2ccc(OC(F)(F)F)cc2)nc2c1CCC2	2
COc1ccc([C@H]2C[C@@H](O)[C@H](n3cc(C4CC4)nn3)CN2C(=O)C2CCCCC2)cc1	-1
O=C(CN1N=C(c2ccccc2)CCC1=O)NCc1ccco1	-1
CCCn1c(SCC(=O)N2CCCCC2)nnc1-c1ccccn1	-1
COc1ccc(NC(=O)C2Cc3c(-c4cccc(F)c4)ccnc3O2)cc1 (centres undefined)	-7
O=c1cc(CN2CCCC2)c2c(ccc3ccccc32)o1	0
CC(C)[C@H](NC(=O)OC(C)(C)C)c1cc(C(=O)NCCO)c(N)s1	-3
Cc1cccc(OCCC(=O)OCC(=O)N2c3ccccc3NC(=O)C2(C)C)c1	-2
N#Cc1c(N)[nH]c(C(=O)c2ccccc2)c1-c1ccc(Br)cc1	1
CC(=O)Nc1cccc(-c2csc(Nc3ncccn3)n2)c1	44*
CCCCNC(=O)C1(N2C(=O)c3ccccc3C2=O)CCCC1	1
CC1(C)N([O-])c2cc([N+](=O)[O-])ccc2[N+]1=O	7
Cc1cccc(NC(=O)CNC(=O)[C@@H](Cc2ccccc2)NC(=O)[C@H]2O[C@@H](n3ccc(=O)[nH]c3=O)[C@H](O)[C@@H]2O)c1C	0
O=c1n(Cc2ccccc2)c(O)c2n1Cc1ccccc1N=C2c1ccc(C(F)(F)F)cc1	-2
CCC(CC)C(=O)N(C)c1c(C)nc2c(OCc3cc(Cl)cc(Cl)c3)cccn12	-3
Cc1ccc(Cc2c(-c3ccc(Cl)cc3)nc3ccc(Br)cn23)cc1	8
CC(C)COC(=O)N1CCCCC1c1cc(C(=O)NCc2ccc(F)cc2)no1 (centres undefined)	-4
c1ccc(Oc2ccccc2-c2cc(NCCc3cccnc3)n3nccc3n2)cc1	0
COC(=O)C1=C(C)N(Cc2ccccc2C(F)(F)F)C(=NCc2ccc(C(F)(F)F)cc2)NC1c1ccc(F)cc1 (centres undefined)	-4
COc1ccc(CN2C[C@H]3CON(C)[C@H]3C[C@H]2c2ccc(-c3cccc(F)c3)cc2)cc1	4
COC(=O)[C@]12C[C@H](CC(=O)NCc3ccc(C)o3)C(=O)N(Cc3ccccc3)C1=C[C@H](C1CCCC1)O[C@@H]2C	-1
CC(=O)Nc1cccc(-c2ccnc3c2CC(C)(C(=O)Nc2cccc(OC(F)(F)F)c2)O3)c1 (centres undefined)	-13
Nc1ccn([C@@H]2O[C@H](CNCc3cnc(N4CCOCC4)s3)[C@@H](O)[C@H]2O)c(=O)n1	5
CCc1ccc([C@@H]2C[C@H]3[C@@H](CN2S(=O)(=O)c2ccc(C)cc2)C(=O)C[C@@H](c2ccc(Cl)cc2)N3S(=O)(=O)c2ccc(C)cc2)cc1	-2
COc1ccc2c(c1)CCC/C2=N\Nc1nc(C(=O)NN)cs1	0
CN(Cc1c(C(=O)N/N=C/c2ccccc2O)nnn1-c1nonc1N)C1CCCCC1	-4
COc1ccc(NC(=O)c2cc(C3CCCCN3S(=O)(=O)c3c(C)noc3C)on2)c(C)c1 (centres undefined)	0
CSC[C@H]1CN(c2ccc(Br)cc2)C(=O)[C@@H]1CC(=O)Nc1ccc(Br)cc1	-2

# Wnt bcat act, what is marked active above
SMILES	Wnt bcat act
CC(=O)Nc1cccc(-c2csc(Nc3ncccn3)n2)c1	44*

# The list goes on.
SMILES	Wnt bcat act
COC(=O)[C@]12CCCCC=C1N(Cc1ccc(Cl)cc1Cl)C(=O)[C@H](CC(=O)NCCCN1CCCC1=O)C2	0
C#CCN(C[C@H]1[C@H](OC(=O)NC2CC2)[C@H](OC(=O)NC2CC2)C[C@@H](C(=O)OC)[C@H]1C(=O)OC)S(=O)(=O)c1ccc(C)cc1	-1
CC(=O)C1CCC2C(CCC3=CC(=O)CCC32)C1 (centres undefined)	-4
CCNC(=O)C1(C)CCCCN1Cc1ccc(C#N)cc1 (centres undefined)	-1
Cc1cc2nc(NC(=O)C3(C)CCN3C(=O)C(C)C)[nH]c2cc1C (centres undefined)	1
CC(C)NC(=O)C1(C)CSCC(=O)N1CCCN1CCOCC1 (centres undefined)	1
O=C1NCCCC1(c1ccccc1)c1ccccc1	1
O=C(NC1CCCC1)C1c2ccccc2OCC(=O)N1CCc1c[nH]c2ccccc12 (centres undefined)	-1
O=C(NCc1cc(Cl)cc(Cl)c1)c1ccc2nc([C@@H]3O[C@H](CO)[C@H](O)[C@H](O)[C@H]3O)[nH]c2c1	-2
CC(C)NC(=O)N(C)C[C@@H]1OCc2ccccc2-c2c(n(C)c3ccccc23)C(=O)N([C@@H](C)CO)C[C@@H]1C	-2
Clc1ccc(C2[C@H]3CN(Cc4ccc(-c5ccccc5)cc4)[C@H](c4ccccc4)C34CC2(c2ccccc2)C4)cn1 (some centres undefined)	1
CN(Cc1ccccc1)S(=O)(=O)c1ccc(Cl)c(C(=O)N2CCOCC2)c1	-2
CCOC1=C2CN(S(=O)(=O)c3ccc(C)cc3)[C@@H](c3cccs3)C[C@H]2[C@H]2C(=O)N(c3ccccc3)C(=O)[C@H]2C1	-2
Cc1nnc(SCC(=O)NC2CCCCC2)n1-c1ccccc1	-1
COc1cccc(CN2CCC2(C)C(=O)Nc2ccc(Cl)c(Cl)c2)c1F (centres undefined)	-1
C[C@@H]1CN([C@H](C)CO)C(=O)c2cc(Br)cnc2O[C@H]1CN(C)C(=O)Nc1ccccc1F	-1
CC(C)=CCOc1ccc2c(C)c(CCC(=O)N3C[C@H]4C[C@@H](C3)c3cccc(=O)n3C4)c(=O)oc2c1C	-1
Fc1ccc(-c2nc3c(Cl)cc(C(F)(F)F)cn3c2Cc2ccsc2)cc1	2
CC(C)(C)c1ccc(C(=O)NCc2ccco2)cc1	27
O=C(NCC(O)c1nc2ccccc2[nH]1)c1cc([N+](=O)[O-])ccc1F (centres undefined)	-1
COc1cc(C(=O)C(=O)N2CCN(c3ccccc3)CC2)cc(OC)c1OC	-2
COCc1ccc(C(=O)N2CCCC(N3CCN(c4cccc(Cl)c4)CC3)C2)s1 (centres undefined)	-4
O=c1[nH]nc(SCCS(=O)(=O)c2ccc(F)cc2)n1-c1ccccc1	1
C[C@H](CO)N1C[C@H](C)[C@H](CN(C)C(=O)Nc2ccc(N3CCN(C)CC3)cc2)OCc2cnnn2CCCC1=O	-1
Cc1nc2ccc(S(=O)(=O)CCC(=O)NCc3ccc(Cl)cc3)cc2s1	-1
COC(=O)c1cnc(Nc2nc(C(N)Cc3ccc(Cl)cc3)cs2)nc1C(F)(F)F (centres undefined)	-2
Cc1ccc(Cc2c(C)nc3nc(SCC(=O)NCCCN4CCCCCC4)nn3c2C)cc1	0
Nc1ncnc2c1ncn2[C@@H]1O[C@H](CNC(=O)[C@@H](N)Cc2ccc(C(=O)c3ccccc3)cc2)[C@@H](O)[C@H]1O	-2
COC(=O)[C@]12C[C@H](CC(=O)N3CCC(c4ccccc4)CC3)C(=O)N(Cc3ccccc3)C1=C[C@H](C1CCCC1)O[C@@H]2C	-1
CCc1nc2ccc(C(=O)N(C)CCN(C)C)cn2c1N(C)Cc1cc2ccccc2s1	-2
CCNC(=O)C1(C)CCCN(C(=O)C2(c3ccc(Cl)cc3)CCCC2)C1 (centres undefined)	0
CCN(CC)C(=O)C1=C(C)N(Cc2ccc(C(C)(C)C)cc2)C(=O)C(CC(=O)NC2CCCC2)C1 (centres undefined)	-3
Cc1cccc(C)c1NC(=O)C1(C)CN(S(C)(=O)=O)CC(=O)N1CC(F)(F)F (centres undefined)	-1
Cc1ccc(NC(=O)CN(C)C(=O)COc2ccc(Br)cc2)cc1	-1
CC1(C(=O)Nc2ccc3c(c2)OCCO3)CCN1C(=O)C1(c2ccccc2)CC1 (centres undefined)	-4
CC1C(=O)N(Cc2cn(CCC3OCCCO3)nn2)CCS(=O)(=O)N1Cc1ccc(-c2ccc(Cl)nc2)cc1 (centres undefined)	-1
COc1ccc(CN2C(=O)C(CC(=O)NCC3CCCCC3)CC(C(=O)N3CCOCC3)=C2C)cc1 (centres undefined)	0
COc1ccc(OCC2CN(Cc3ccccc3)S(=O)(=O)CCO2)cc1 (centres undefined)	-2
Oc1ccccc1C=NNC(=S)NC1CC2C=CC1C2 (centres undefined)	-3
CCOc1ccc2[nH]c3c(N4CCc5ccccc5C4)ncnc3c2c1	-5
Cc1cc(C(=O)N2CCC2(C)C(=O)O)c(C)o1 (centres undefined)	-1
COc1ccc(S(=O)(=O)N2CCC[C@H]2C(=O)N2CCC[C@H]2C(=O)NCc2ccncc2)cc1C	0
Nc1[nH]c(C(=O)c2ccc(Br)cc2)c(-c2ccc(Cl)c(Cl)c2)c1C(=O)NCCc1c[nH]c2ccccc12	-1
CC1(C(=O)NS(=O)(=O)c2ccc(Cl)s2)CCN1C(=O)CCc1ccccc1 (centres undefined)	-2
Nc1ccccc1C(=O)NC1CCCNC1=O (centres undefined)	2
CCc1nc2ccc(C(=O)NCCCn3ccnc3)cn2c1N(C)Cc1cc2ccccc2s1	-1
Cc1ccc(S(=O)(=O)N2CCN(CC(=O)N/N=C/c3ccccc3OCC(=O)O)CC2)cc1	-2
C[C@@H]1CN([C@H](C)CO)S(=O)(=O)c2ccc(-c3cccc(C#N)c3)cc2O[C@H]1CN(C)C(=O)Nc1cc(F)ccc1F	4
CCCCCc1c(-c2cccc(Cl)c2)ncn1CCc1ccccc1OC	-3
CC(C)C(N)c1csc(Nc2ccc(S(C)(=O)=O)cc2)n1 (centres undefined)	8
CCCCCCCCCC1(CC(=O)OCC)SCCN1C(N)=O (centres undefined)	-3
COc1ccc(C#Cc2cccc(-c3nc(C(=O)NCCCN4CCOCC4)cc4c3[C@H](CCO)N(S(=O)C(C)(C)C)C4)c2)cc1OC (some centres undefined)	-3
CC(C)[C@H](NC(=O)CC1CCCC1)C(=O)N1CCC[C@H]1C(=O)NCc1ccccc1	-1
CC(NC(=O)c1c(N)[nH]c(C(=O)c2ccc(Cl)cc2)c1-c1ccc(Br)cc1)c1cccc2ccccc12 (centres undefined)	-9
CC(=O)/C=C1\OCc2ccccc21	0
Brc1cc(Br)cc(CN2CCSCC2)c1	1
O=c1[nH][nH]c2c1[C@H](c1ccc(Cl)cc1)O[C@H](C1CCCCC1)C2	-3
CC1(C(=O)Nc2ccc3c(c2)OCCO3)CSCC(=O)N1CCCN1CCOCC1 (centres undefined)	2
NC(N)=NCC(O)CN(c1ccccc1)c1ccccc1 (centres undefined)	-4
C[C@H](O)[C@@H]1C(=O)N2CCc3c([nH]c4ccccc34)[C@@H]2C[C@@H]1N(C)C(=O)Nc1ccc(F)cc1	-2

# Rewritten field by field: 3 of the compounds above
> CC(NC(=O)c1c(N)[nH]c(C(=O)c2ccc(Cl)cc2)c1-c1ccc(Br)cc1)c1cccc2ccccc12 (centres undefined)
  Wnt bcat act: -9

> CC(=O)/C=C1\OCc2ccccc21
  Wnt bcat act: 0

> Brc1cc(Br)cc(CN2CCSCC2)c1
  Wnt bcat act: 1

# Going on with the list.
SMILES	Wnt bcat act
NC(Cc1ccc(F)cc1)c1csc(Nc2cc(Oc3ccccc3)ncn2)n1 (centres undefined)	0
COC(=O)C1=C(C)N(C)C(=NCc2ccc(OC)cc2)NC1c1cccc(F)c1 (centres undefined)	-2
CCN(CC)C(=O)c1ncn2c1C(=O)N(C)CC2	0
CC(C)Cn1c(N)c(C(=O)COC(=O)c2cc(C(F)(F)F)nc3c(C(F)(F)F)cccc23)c(=O)n(C)c1=O	1
CC(C)(C)N(Cc1ccccc1)C(=O)COC(=O)Cn1[nH]c(=O)c2ccccc2c1=O	-4
C[C@@H]1CN([C@@H](C)CO)S(=O)(=O)c2ccc(Br)cc2O[C@H]1CN(C)Cc1ccncc1	-1
COc1ccc(N(C)S(=O)(=O)c2cccc(C(=O)Nc3ccc(OC)nc3)c2)cc1	2
C[C@H]1CN([C@@H](C)CO)C(=O)CCCn2nncc2CO[C@@H]1CN(C)Cc1cccc2c1OCCCO2	-3
Cc1cn([C@H]2C[C@H](O)[C@@H](CCC(=O)NCC3CCCO3)O2)c(=O)[nH]c1=O (some centres undefined)	-2
Nc1[nH]c(C(=O)c2ccccc2)c(-c2ccccn2)c1C(=O)c1c[nH]c2ccc(F)cc12	3
COCCNC(=O)C1(C)CCCN(CCC(=O)c2ccc(Br)cc2)C1 (centres undefined)	1
COCOCCn1cc(CN2CCS(=O)(=O)N(Cc3ccc(-c4ccc(OC)cc4)cc3)C(C(C)C)C2=O)nn1 (centres undefined)	0
CSCCNC(=O)C1(C)CCN1C(=O)c1ccc(C(C)(C)C)cc1 (centres undefined)	0
C[C@H](c1ccccc1)N1C[C@@H](COCc2ccccc2)Oc2cccc(Oc3ccc(F)cc3)c2S1(=O)=O	-4
O=C(O)C(Cc1ccccc1)NC(=O)C(Cc1ccccc1)NC(=O)C12CC3CC(CC(C3)C1)C2 (centres undefined)	2
Cc1ccc(S(=O)(=O)N2C[C@H]3C(=O)C[C@@H](c4ccccc4F)N(S(=O)(=O)c4ccc(C)cc4)[C@H]3C[C@H]2c2ccccc2F)cc1	-3

# An excerpt from above in order of the Wnt bcat act value, largest number first.
smiles,Wnt bcat act
CC1(C)N([O-])c2cc([N+](=O)[O-])ccc2[N+]1=O,7
CN(C)CCNc1nc(-c2ccccc2CO)c2sccc2n1,0
CCC(CC)C(=O)N(C)c1c(C)nc2c(OCc3cc(Cl)cc(Cl)c3)cccn12,-3

# Only part of the results is shown; rates above refer to the full screens.
